ALDH1A1 block: qHTS Assay for Inhibitors of Aldehyde Dehydrogenase 1 (ALDH1A1). AID 1030, 2008. 220,000 tested, 7.3% active. Purified ALDH1A1, NADH fluorescence, propionaldehyde substrate. Potency, µM (titrated, usually from 75.3 µM), inactives show at the top dose activity, negative = inhibition, actives largely listed as inhibitors. Aldehyde dehydrogenase 1A1 (Homo sapiens), P00352; active means well fitted inhibition curve with a large enough effect, not every such curve was filed as active; inconclusive means small, poorly fitted or top-dose-only effect, or another doubt; inactive means no such curve, though single readings can be large or run the other way;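 further: plate controls were no enzyme wells and a reference inhibitor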
RGS12 GoLoco inh: qHTS Assay for Inhibitors of RGS12 GoLoco Motif Activity (Red Fluorophore). Gai1:RGS12 GoLoco peptide FP, rhodamine, 10 min. Potency, µM (top dose mostly 61.6 µM), for the others: top-dose activity, negative = inhibition, hits mostly inhibitors. 230,000 tested, 0.44% active. AID 880, 2007; active means well fitted inhibition curve with a large enough effect, not every such curve was filed as active; inactive means no such curve, though single readings can be large or run the other way; further: on the % scale 0 is the no-effect control and ±100 the full control effect; nearly all actives have a fitted effect of over 30% in size; many of its hits are not listed in these tables
SMN2 splice up: qHTS Assay for Enhancers of SMN2 Splice Variant Expression; HEK293 SMN2-luciferase splicing reporter, luminescence, 30-36 h; Potency, µM (series often up to 46.1 µM), for the others: top-dose activity change, positive = activation, most hits filed as activators; 210,000 tested, 2.8% active; further: % of control where 0% means no effect; nearly all actives have a fitted effect of over 55% in size
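HEK293 cells carry an SMN2 […]–luciferase reporter in which exon 7 inclusion puts luciferase in frame. Cells were plated 10-12 h before compound addition, then incubated 30-36 h at 37C. ONE-Glo luminescence was read; sodium butyrate at 4.5 mM final served as control.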
TexasRed fluor: Total Fluorescence Counterscreen for Inhibitors of the Interaction of Thyroid Hormone Receptor and Steroid Receptor Coregulator 2 | TRb/SRC2 Texas Red total fluorescence interference | Potency, µM (series often up to 106 µM), for the others: top-dose fluorescence change, negative = quenching | 280,000 tested, 0.29% active; active means well fitted curve in either direction with a large enough effect; inconclusive means small, poorly fitted or top-dose-only effect; further: on the % scale 0 is the no-effect control and ±100 the full control effect
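Human TRβ ligand-binding domain (0.6 uM) and Texas Red SRC2 peptide (20 nM) in Tris buffer with 1 uM T3 and 5% DMSO were incubated with pinned compound for 5 hr at ambient temperature. Total fluorescence was computed as S + 2P (555/632 nm).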
LMNA splice mod: qHTS Assay for Modulators of Lamin A Splicing. AID 1487, 2009. Potency, µM (top dose mostly 46.1 µM), inactives show at the top dose ratio change, negative = inhibition, actives largely listed as inhibitors. 200,000 tested, 0.01% active. HeLa LMNA splicing GFP/RFP minigene ratio, 48 h; active means well fitted inhibition curve with a large enough effect in the signal ratio, with a control signal flat, not every such curve was filed as active; inconclusive means small, poorly fitted or top-dose-only effect, or effect the other way, or a change in a side signal; the % refers to the signal ratio; further: on the % scale 0 is the no-effect control and ±100 the full control effect
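Read-out is the ratio of GFP to DsRed2 object intensity, acquired by 488 nm laser-scanning cytometry on HeLa lamin A-EGFP minigene reporter cells. Compound incubation 48 hrs at 37 °C in Opti-MEM with 2% FBS; DMSO 0.5% final.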
TRb SRC2 PPI: qHTS for Inhibitors of the Interaction of Thyroid Hormone Receptor and Steroid Receptor Coregulator 2 | TRbeta-SRC2 peptide binding, fluorescence polarization; receptor liganded with 1 µM T3 | 280,000 tested, 0.065% active | Potency, µM (highest dose often 106 µM), without a hit: at the highest dose activity change, negative = inhibition, hits mostly inhibitors | AID 1469, 2008;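 further: plate controls were bound peptide for no effect and peptide without receptor for full effect; nearly all actives have a fitted effect of over 50% in size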
Target sequence (P10828 whole entry, looked up): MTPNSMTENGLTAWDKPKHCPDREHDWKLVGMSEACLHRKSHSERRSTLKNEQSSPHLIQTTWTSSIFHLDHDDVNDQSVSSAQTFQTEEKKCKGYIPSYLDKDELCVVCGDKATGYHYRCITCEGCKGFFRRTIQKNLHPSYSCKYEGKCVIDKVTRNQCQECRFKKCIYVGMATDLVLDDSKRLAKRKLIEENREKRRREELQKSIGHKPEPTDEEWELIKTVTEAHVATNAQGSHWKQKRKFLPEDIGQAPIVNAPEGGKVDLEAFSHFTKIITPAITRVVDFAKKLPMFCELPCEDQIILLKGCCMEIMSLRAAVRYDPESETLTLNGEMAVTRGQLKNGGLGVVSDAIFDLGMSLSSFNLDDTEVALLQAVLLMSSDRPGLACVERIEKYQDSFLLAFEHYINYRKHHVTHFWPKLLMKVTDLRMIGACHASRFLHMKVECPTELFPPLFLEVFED
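Assay buffer: 20 mM Tris-HCl, 100 mM NaCl, 10% glycerol, 1 mM EDTA, 0.01% NP-40, 1 mM DTT, 1 uM T3, 5% DMSO; TRb LBD 0.6 uM, Texas Red SRC2 20 nM; FP after 5 hr.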
JMJD2E inh: qHTS Assay for Inhibitors of Human Jumonji Domain Containing 2E (JMJD2E). JMJD2E catalytic domain, FDH-coupled NADH fluorescence (FDH is formaldehyde dehydrogenase). Potency, µM (titrated, usually from 57.1 µM), for the others: at the top dose activity change, negative = inhibition, usual class: inhibitors. 230,000 tested, 1.6% active. AID 2147, 2009; active means well fitted inhibition curve with a large enough effect, not every such curve was filed as active; inconclusive means small, poorly fitted or top-dose-only effect, or another doubt; inactive means no such curve, though single readings can be large or run the other way;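 further: 0% = wells with enzyme and -100% = buffer wells without enzyme; nearly all actives have a fitted effect of over 50% in size; many of its hits are not listed in these tables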
Target sequence (B2RXH2 1-337 limits assumed): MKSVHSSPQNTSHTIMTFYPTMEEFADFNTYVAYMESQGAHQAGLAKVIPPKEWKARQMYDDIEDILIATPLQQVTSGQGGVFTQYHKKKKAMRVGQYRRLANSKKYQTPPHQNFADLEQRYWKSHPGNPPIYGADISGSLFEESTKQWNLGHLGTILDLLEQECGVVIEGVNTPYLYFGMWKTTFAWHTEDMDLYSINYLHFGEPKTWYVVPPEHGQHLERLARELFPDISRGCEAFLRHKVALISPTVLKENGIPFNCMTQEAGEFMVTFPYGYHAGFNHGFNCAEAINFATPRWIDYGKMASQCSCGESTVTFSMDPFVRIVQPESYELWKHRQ
RECQ1 helicase: qHTS Assay for Inhibitors of RecQ-Like Dna Helicase 1 (RECQ1); 240,000 tested, 0.54% active; Potency, µM (top dose mostly 57.3 µM), without a hit: top-dose activity, negative = inhibition, most hits filed as inhibitors; RECQ1 DNA unwinding, red fluorescence kinetic read; AID 2549, 2010;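 further: plate controls were vehicle for no effect and no enzyme for full effect; nearly all actives have a fitted effect of over 30% in size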
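RECQ1T1 50 nM; forked duplex (20 bp + 30-nt ss tails) 200 nM, ATP 2 mM final; pH 8.0, 2 mM MgCl2, 2.5 ug/ml poly(dI-dC); 15 min compound preincubation; discontinuous kinetic read over 2 h at RT.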
The depositor's hits bear a star; i = inactive; ? = inconclusive; / = no result given; [ ] = another dose, or the depositor's remark. Unless noted, the call rests on the fitted dose curve; in most records, active means well fitted curve in the direction sought with a large enough effect; inconclusive means small, poorly fitted or top-dose-only effect, or another doubt; inactive means no such curve, though single readings can be large; an effect the other way counts as inactive or inconclusive. Potency means the concentration at half of the fitted maximal effect. A portion of the library; rates above refer to the full screens.

no.	smiles	ALDH1A1 block	RGS12 GoLoco inh	SMN2 splice up	TexasRed fluor	LMNA splice mod	TRb SRC2 PPI	JMJD2E inh	RECQ1 helicase
1	Cc1ccc(NCCNc2ccc(C)cc2)cc1	0%	0%	-18%	-4%	8%	3%	3%	-8%
2	COc1ccc(CCNC(=O)C(=O)NCc2ccccc2)cc1OC	?	1%	14%	-4%	-2%	-4%	1%	-2%
3	O=C(NC1CCCCC1)C1CCCN(S(=O)(=O)c2cccc3cccnc23)C1 (stereo not given)	/	-6%	/	1%	/	1%	7%	-16%
4	N#Cc1ccc(N2CCCC2C(=O)O)c([N+](=O)[O-])c1 (stereo not given)	4%	0%	4%	1%	-6%	2%	6%	i
5	CCCC(=O)c1cc(F)c(N2CCN(C(=O)OCC)CC2)cc1C	5%	5%	43%	-2%	?	-6%	-10%	i
6	CC(=O)NC1CC2CCCC(C1)N2CC(=O)Nc1ccccc1 (stereo not given)	14%	-16%	-1%	-2%	1%[0.0737 µM]	-6%	-6%	-5%
7	Cc1cc(N2CCN(c3ccc(F)cc3)CC2)nc2cc(O)ccc12	-13%	-3%	1%	-3%	-12%	-14%	?	-20%
8	CCOc1ccc(S(=O)(=O)N(CC(=O)O)c2ccccc2)cc1	?	-5%	-22%	2%	-2%	-5%	5%	-2%
9	CCOC(=O)C(C(=O)OCC)C(C)(C)/C(C)=N\Nc1ccc([N+](=O)[O-])cc1[N+](=O)[O-]	-8%	-15%	-33%[inhibitor]	-1%	?	4%	3%	1%
10	COc1ccc(NC(=O)c2c(F)c(F)c(F)c(F)c2F)cc1Cl	?	14%	?	0%	-3%	3%	-19%	-7%
11	O=C(NCCN1CCN(Cc2ccccc2)CC1)C1CC(=O)N(C2CCCC2)C1 (stereo not given)	-2%	11%	6%	0%	9%	-1%	2%	-10%
12	CCn1c(SCC(N)=O)nc2sc3c(c2c1=O)CCN(C)C3	?	-12%	/	0%	/	10%	?	7%
13	COc1ccc(C(=O)Nc2ccc(N3CCN(Cc4ccccc4)CC3)cc2)cc1	-5%	-1%	-15%	2%	6%[46 µM]	-3%	2%	i
14	O=C(/C=C/c1cccc(Cl)c1)Nc1ccncc1	0%	8%	-1%	0%	3%	-19%	3%	i
15	O=C(NCc1cccnc1)c1cn(-c2ccccc2)nc1-c1cccs1	4µM*	-2%	10%	3%	-1%	4%	?	-11%

In a second layout: results already given.
Every second line gives: ALDH1A1 block	RGS12 GoLoco inh	SMN2 splice up	TexasRed fluor	LMNA splice mod	TRb SRC2 PPI	JMJD2E inh	RECQ1 helicase
(1) Cc1ccc(NCCNc2ccc(C)cc2)cc1
 : 0%	0%	-18%	-4%	8%	3%	3%	-8%
(2) COc1ccc(CCNC(=O)C(=O)NCc2ccccc2)cc1OC
 : ?	1%	14%	-4%	-2%	-4%	1%	-2%
(3) O=C(NC1CCCCC1)C1CCCN(S(=O)(=O)c2cccc3cccnc23)C1 (stereo not given)
 : /	-6%	/	1%	/	1%	7%	-16%
(4) N#Cc1ccc(N2CCCC2C(=O)O)c([N+](=O)[O-])c1 (stereo not given)
 : 4%	0%	4%	1%	-6%	2%	6%	i

Continued.
no.	smiles	ALDH1A1 block	RGS12 GoLoco inh	SMN2 splice up	TexasRed fluor	LMNA splice mod	TRb SRC2 PPI	JMJD2E inh	RECQ1 helicase
16	Cn1cnnc1-c1cccc(NS(=O)(=O)c2ccc(N3CCCC3=O)cc2)c1	-1%	5%	14%	-1%	1%	-8%	1%	-1%
17	CCOC(=O)c1ccc(NC(=O)Nc2ncc(Cl)cc2Cl)cc1	/	-6%	/	-6%	/	0%	2%	4%
18	Cc1cc(/C(N)=N/OC(=O)Nc2cccc(C(F)(F)F)c2)no1	?	0%	/	1%	/	19%	9%	-2%
19	CCc1ccc(/C=N/NC(=O)c2cc(-c3ccccc3OC)nc3ccccc23)s1	?	7%	-25%	-5%	-9%	1%	?	i
20	CCOC(=O)N1CCN(C(=O)CNC(=O)Cc2ccc(Cl)cc2)CC1	9%	2%	-13%	1%	-4%	5%	4%	2%
21	COC(=O)c1ccc(CN2CCN(CC(C)C)C(CCO)C2)cc1 (stereo not given)	/	4%	/	-3%	/	-1%	-10%	0%
22	CCOC(=O)CCn1c(=S)n(CCC(=O)OCC)c2ccccc21	/	-1%	/	2%	/	3%	8%	-2%
23	O=C(CN(Cc1ccccc1)S(=O)(=O)c1ccc2c(c1)OCCO2)N/N=C/c1cccc(Br)c1	3%	-10%	-12%	-7%	?	-2%	2%	-1%
24	O=C(OCc1nc2ccccc2s1)c1ccco1	-10%	-4%	20%	1%	?	8%	11%	-3%
25	N#CCCSc1ccccc1NC(=O)c1ccc(S(=O)(=O)N2CCCC2)cc1	2.5µM*	-12%	-17%	-1%	-1%	-2%	-3%	-11%
26	O=C(CSc1ncn[nH]1)Nc1nsc(-c2ccccc2)n1	4%	12%	24%	-2%	7%	-4%	-7%	i
27	CC1Cc2ccccc2N1C(=O)CSc1nnc(-c2ccccc2)c(-c2ccccc2)n1 (stereo not given)	-10%	12%	-40%[inhibitor]	0%	16%[0.0737 µM]	-20%	-4%	-5%
28	COc1ccccc1CN1C(=O)c2ccccc2C1C(=O)NC1CCC(C)CC1 (stereo not given)	-11%	15%	1%	-2%	/	-1%	2%	0%
29	Cc1ccc(-c2nnc(N3CCN(C(=O)c4cccs4)CC3)c3ccccc23)cc1	?	3%	/	2%	/	2%	8%	-4%
30	CCOC(=O)c1cccc(NC(=O)C2CCCN(S(=O)(=O)c3c(C)n[nH]c3C)C2)c1 (stereo not given)	14%	11%	-15%	3%	?	5%	4%	16%

Two compounds picked at random from the list so far, as already listed:
no.	smiles	ALDH1A1 block	RGS12 GoLoco inh	SMN2 splice up	TexasRed fluor	LMNA splice mod	TRb SRC2 PPI	JMJD2E inh	RECQ1 helicase
29	Cc1ccc(-c2nnc(N3CCN(C(=O)c4cccs4)CC3)c3ccccc23)cc1	?	3%	/	2%	/	2%	8%	-4%
24	O=C(OCc1nc2ccccc2s1)c1ccco1	-10%	-4%	20%	1%	?	8%	11%	-3%

The listing continues.
no.	smiles	ALDH1A1 block	RGS12 GoLoco inh	SMN2 splice up	TexasRed fluor	LMNA splice mod	TRb SRC2 PPI	JMJD2E inh	RECQ1 helicase
31	CCCN1CCN(c2nc(-c3cccs3)nc3ccccc23)CC1	-1%	5%	3%	0%	?	1%	?	-2%
32	CC(C)c1nnc(NC(=O)c2ccc(N3C(=O)CCC3=O)cc2)s1	-3%	-1%	12%	0%	-7%	-2%	-1%	5%
33	COc1ccc(C2(C(=O)N3CCOCC3)CCOCC2)cc1OC	4%	-5%	-24%	-3%	-3%	-1%	3%	i
34	Cn1c(NC(=O)c2cccnc2)nc2ccccc21	?	-6%	13µM*	3%	-3%	-22%	?	-2%
35	Cc1ccc(C(=O)COc2nc(C)cc(C)c2C#N)cc1	?	1%	-8%	0%	?	-12%	-1%	-11%
36	COc1cccc(C2CC(c3ccccc3Cl)n3nnnc3N2)c1 (stereo not given)	?	-4%	19%	2%	-17%	-8%	7%	i
37	Cc1ccc(NC(=O)CSc2nnc(C)n2-c2ccccc2)cc1	-2%	5%	-4%	2%	-5%	8%	-5%	-5%
38	CCn1c(SCC(=O)Nc2nc(C)cs2)nnc1-c1cccnc1	0%	8%	1%	-8%	7%	2%	-2%	-3%
39	OC(CNCc1ccccc1)COCc1ccc(Cl)cc1 (stereo not given)	-8%	3%	-8%	-9%	?	-7%	-8%	-3%
40	C=CCn1ccc2c([N+](=O)[O-])cccc2c1=O	-5%	8%	-3%	-2%	/	-2%	-2%	-16%
41	CC(CCc1ccccc1)NC(=O)c1cncc(Br)c1 (stereo not given)	-3%	-6%	0%	-1%	19%	-14%	10%	-16%
42	COc1cc(Nc2ccccn2)cc(C(=O)Nc2cccc(C(F)(F)F)c2)c1	/	-4%	/	-3%	/	-7%	?	-16%
43	Cc1cc(C)n2nc(C(=O)NCCc3ccccc3)nc2n1	?	14%	26%	2%	0%	5%	-5%	-3%
44	COc1ccc(-c2cc(C(F)(F)F)nc(SCCC(=O)N3CCCC3)n2)cc1	?	6%	-24%	-3%	-3%	-3%	?	1%
45	Cc1c(CCOC(=O)CC23CC4CC(CC(C)(C4)C2)C3)sc[n+]1Cc1ccc([N+](=O)[O-])cc1	-7%	12%	-9%	-1%	3%[46 µM]	-2%	10µM*	-9%
46	Cc1cccc(OCc2nc(-c3cccnc3)no2)c1	6%	-1%	2%	-2%	-7%	-3%	7%	-1%
47	Cc1ccc(-c2nnc3n2N=C(c2ccccc2Br)CS3)cc1	-6%	7%	-14%	-1%	-1%	4%	3%	i
48	COc1cc(C(=O)NCCC2=CCCCC2)cc(OC)c1OC	?	-3%	-4%	-2%	-3%	0%	-3%	-4%
49	CCN(CC)Cc1cc(O)c(CN(CC)CC)cc1O	?	7.9µM*	-10%	?	-9%[46 µM]	-10%	?	25µM*
50	COCCNC(=O)c1cn(Cc2c(F)cccc2Cl)nn1	-2%	9%	-11%	-1%	8%	3%	-7%	i
51	COc1cc(S(=O)(=O)Nc2ccc(C(=O)NCC(=O)O)cc2)ccc1NC(C)=O	-2%	4%	12%	-2%	/	0%	1%	-12%

Assay outcomes as filed in PubChem.
